GLD-1 TGE inh = GLD-1-TGE RNA interaction inhibition (C. elegans). Q17339. purified GLD-1 + fluorescein TGE RNA, fluorescence polarization. inhibition, % at 5.96 µM. 320,000 tested, 0.44% active. AID 2280;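 active = percent inhibition above a per-plate cutoff, the plate mean of test compounds plus 3 SD, cut at about 30% in these data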;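 note: 0% = DMSO wells with GLD-1 and probe and 100% = wells lacking GLD-1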
AHR activator = activates the human aryl hydrocarbon receptor; P35869; AHR-responsive luciferase reporter cells, luminescence; activation, % at 5 µM; 320,000 tested, 2.5% active; AID 2796; in the data active = activation above about 47%;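 note: 0% = vehicle wells and 100% = reference agonist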
Fam108B counter = blocks mouse Fam108B hydrolase in RBBP9 counter-screen; recombinant Fam108B, FP-Rh probe fluorescence polarization; inhibition, % at 9.51 µM; 300,000 tested, 0.33% active; AID 1947;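 active = inhibition above the screen mean inhibition plus 3 SD, computed separately per campaign, cut at about 18% in these data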;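 note: inhibitors lower polarization as less probe binds the enzyme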
MEX-5 binding = C. elegans MEX-5 TCR-2 RNA binding activity; Q9XUB2; MEX-5/FITC-TCR2 RNA binding, fluorescence polarization; active compounds read low; activity score (negative = inhibition of binding), % at 10 µM; 300,000 tested, 0.38% active; AID 1832;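 active = inhibition past about -25% in most replicates, and total fluorescence under double the plate's negative control median, limit read from the data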;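 note: 0% = DMSO and -100% = 5 µM competing unlabeled TCR2 RNA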
pPAFAH FP inh = pPAFAH (human) enzyme inhibition; inhibition, % at 3.39 µM; 330,000 tested, 1.5% active; Q13093; AID 463082; recombinant pPAFAH, FP-rhodamine probe fluorescence polarization;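 active = inhibition above the mean inhibition across the screen plus 3 SD, cut at about 25% in these data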;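 note: inhibitors block binding of the rhodamine activity-based probe so polarization drops; 0% = enzyme with DMSO and 100% = wells lacking pPAFAH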
Target sequence (Q13093 whole entry, looked up): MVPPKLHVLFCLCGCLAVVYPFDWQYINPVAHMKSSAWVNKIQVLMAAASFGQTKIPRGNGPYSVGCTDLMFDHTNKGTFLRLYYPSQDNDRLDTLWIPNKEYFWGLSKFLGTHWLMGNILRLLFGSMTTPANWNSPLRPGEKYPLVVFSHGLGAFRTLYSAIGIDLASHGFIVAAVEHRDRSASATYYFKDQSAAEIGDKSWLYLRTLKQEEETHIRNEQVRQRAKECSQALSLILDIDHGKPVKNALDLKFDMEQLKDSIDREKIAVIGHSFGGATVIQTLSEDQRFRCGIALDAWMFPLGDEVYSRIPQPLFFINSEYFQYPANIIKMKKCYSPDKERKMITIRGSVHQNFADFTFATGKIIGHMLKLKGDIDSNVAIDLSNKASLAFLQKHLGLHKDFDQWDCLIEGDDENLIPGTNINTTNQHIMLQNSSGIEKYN
PME-1 primary = PME-1 (human) inhibition; Q9Y570; 320,000 tested, 0.53% active; inhibition, % at 5.9 µM; recombinant PME-1, FP-Rh probe fluorescence polarization; AID 2130;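 active = inhibition above the campaign mean of all compounds plus 3 SD, cut at about 26% in these data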;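 note: competitive labeling of PME-1 active site by serine hydrolase directed probe; 0% = PME-1 with DMSO and 100% = wells lacking PME-1 enzyme; inhibitors block probe labeling so polarization falls and inhibition rises; many of its hits are not listed in these tables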
Target sequence (Q9Y570 whole entry, looked up): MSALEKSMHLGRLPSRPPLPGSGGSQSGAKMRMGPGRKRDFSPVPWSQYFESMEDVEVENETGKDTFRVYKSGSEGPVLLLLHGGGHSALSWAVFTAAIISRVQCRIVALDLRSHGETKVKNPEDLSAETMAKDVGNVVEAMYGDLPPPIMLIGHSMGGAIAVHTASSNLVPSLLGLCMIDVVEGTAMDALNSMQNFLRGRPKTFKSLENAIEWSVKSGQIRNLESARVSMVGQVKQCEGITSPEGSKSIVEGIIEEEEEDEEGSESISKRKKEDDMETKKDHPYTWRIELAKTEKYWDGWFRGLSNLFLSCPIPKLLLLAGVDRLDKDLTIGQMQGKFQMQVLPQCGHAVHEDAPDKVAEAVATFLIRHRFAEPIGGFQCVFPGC
MCL1-BIM inh = inhibitors of human MCL1 binding to BIM-BH3 peptide | inhibition, % at 10.9 µM | Q07820 | GST-MCL1 / FITC-Bim-BH3 fluorescence polarization | 320,000 tested, 0.68% active;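 active = inhibition above the mean inhibition of all tested compounds plus 3 SD, set per campaign, cut at about 40% in these data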;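 note: 0% = DMSO wells and 100% = unlabeled Bim-BH3 peptide control; higher means more loss of mP so more displacement of Bim peptide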
BCLXL inh = blocks human Bcl-xL binding to Bim BH3 peptide. Q07817. GST-Bcl-xL / FITC-Bim BH3 peptide fluorescence polarization. inhibition, % at 10.9 µM. 320,000 tested, 0.7% active;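 active = inhibition above the mean of all tested compounds plus 3 SD, cutoff set per campaign, cut at about 30% in these data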;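 note: 0% = DMSO wells and 100% = unlabeled Bim-BH3 peptide competitor; inhibitors lower millipolarization by displacing the labeled peptide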
PAFAH1B2 inh = inhibitors of human PAFAH1B2 | P68402 | recombinant PAFAH1B2, FP-rhodamine activity probe, fluorescence polarization | inhibition, % at 3.39 µM | 340,000 tested, 1.2% active | AID 492953;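 active = inhibition above the mean of all tested compounds plus 3 SD, cut at about 24% in these data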;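 note: 0% = enzyme with DMSO and 100% = wells lacking PAFAH1B2; many of its hits are not listed in these tables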
Target sequence (P68402 whole entry, looked up): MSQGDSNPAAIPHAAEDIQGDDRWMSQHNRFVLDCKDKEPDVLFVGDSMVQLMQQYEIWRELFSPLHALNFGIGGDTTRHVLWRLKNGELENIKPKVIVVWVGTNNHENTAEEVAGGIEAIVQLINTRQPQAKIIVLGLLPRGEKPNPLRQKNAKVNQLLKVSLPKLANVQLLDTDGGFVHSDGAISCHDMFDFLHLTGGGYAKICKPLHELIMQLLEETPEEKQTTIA
The depositor's hits bear a star; nt = not tested or not shown. This is a subset. The share of hits here may be higher or lower than overall.

Second line of a record: AHR activator	BCLXL inh	Fam108B counter	PME-1 primary	PAFAH1B2 inh	pPAFAH FP inh	MCL1-BIM inh	MEX-5 binding	GLD-1 TGE inh
- Cc1cc(OCC(=O)NCC2CCC(C(=O)O)CC2)c2c(C)c(C)c(=O)oc2c1 (stereo unspecified)
→ 0	1	1	4	-1	2	1	-0.4	-7
- C/C(CC(=O)Nc1cccc2c1CCCC2)=N\NC=O
→ -3	0	2	2	2	-3	-4	-0.6	-3
- O=C(Nc1cc(Cl)ccc1N1CCOCC1)C1CC1
→ 1	nt	nt	nt	6	2	nt	nt	5
- Cc1ccccc1C(=O)N1CCC(C(=O)OCc2ccccc2Cl)CC1
→ 1	5	nt	7	1	5	9	nt	-2
- COc1ccc(C(C)NC(=O)c2cccc([N+](=O)[O-])c2)cc1OC (stereo unspecified)
→ 2	8	5	-1	-2	0	-77	-1.6	-1
- CCS(=O)(=O)c1ccc2oc(SCC(=O)c3c(N)n(C4CC4)c(=O)[nH]c3=O)nc2c1
→ 1	-1	nt	8	0	-2	1	nt	-4
- CN(C)N1C(N)=C(C#N)C(c2ccc3c(c2)OCO3)C2=C1CC(C)(C)CC2=O (stereo unspecified)
→ 0	5	4	3	3	-1	5	1.8	-1
- CSc1nc2ccc(NC(=O)C3CC(=O)N(Cc4ccco4)C3)cc2s1 (stereo unspecified)
→ -2	8	-3	5	3	6	3	0.4	3
- O=C(NCc1ccccc1)C1CCN(S(=O)(=O)c2cccc3cccnc23)CC1
→ 4	3	-3	15	6	-3	-1	nt	0
- COCCn1c(SCC(=O)NC2(C#N)CCCCC2)nc2ccccc2c1=O
→ 3	-1	nt	-11	8	-3	1	nt	4
- Cc1ccc(C(c2sc3nc(C)nn3c2O)N2CCN(C(=O)c3ccco3)CC2)cc1 (stereo unspecified)
→ 0	2	5	1	2	4	8	0.0	6
- CCN1C(=O)/C(=C/C2=Cc3ccccc3OC2C)SC1=S (stereo unspecified)
→ 3	-29	0	-6	nt	-7	-50	-0.7	-24
- CCOC(=O)CSc1ncnc2c1nnn2-c1ccc(F)cc1
→ -1	1	-1	0	6	3	-1	1.9	-3
- COc1ccc(CN2C(=S)NC(C)(C)CC2(C)O)cc1 (stereo unspecified)
→ -1	0	1	4	9	4	1	-0.9	7
- CN(C(=O)c1ccc(NC(=O)C2CCCN(C(=O)OC(C)(C)C)C2)cc1)C1CC1 (stereo unspecified)
→ 0	nt	nt	nt	4	2	nt	nt	9
- COCc1cc(=O)n2[nH]c(C(F)(F)F)nc2n1
→ -1	5	1	-3	1	0	8	-0.6	6
- CC(C)OCCCNC(=O)c1c(N)n(/N=C/c2cccs2)c2nc3ccccc3nc12
→ -3	0	-6	-8	-1	-5	-10	-5.5	4
- COc1cccc(NC(=O)C(=O)NCC2CCCN2S(=O)(=O)c2ccccc2)c1 (stereo unspecified)
→ 7	-1	-4	0	2	-2	1	-3.5	3
- CC[C@@]12C(=O)N(c3cccc(Cl)c3)C(=O)N1[C@H](c1cccc(C)c1)[C@@H]1C(=O)N(Cc3ccccc3)C(=O)[C@@H]12
→ -4	3	0	-6	0	-2	-1	2.7	-1
- CCOC(=O)c1cccnc1SCc1cc(=O)n2ccccc2n1
→ 29	3	6	5	4	2	5	-0.3	8
- O=C(c1ccc([N+](=O)[O-])cc1)N(Cc1ccc(Br)cc1)N1C(=O)CCCC1=O
→ -4	-5	2	-3	6	4	-2	-2.5	-5
- Cc1ccc2nc(-c3ccccc3)c(-c3ccccc3)nc2c1
→ 1	9	0	-12	4	1	5	-1.1	-1
- CC(NC(=O)COc1cccnc1[N+](=O)[O-])c1ccc(Cl)cc1 (stereo unspecified)
→ 11	-5	-4	-8	18	-7	-9	-1.0	-10
- CCCCn1nnnc1SCC(=O)c1ccc(C)c(C)c1
→ 2	5	-1	-1	3	7	6	0.6	-2
- Cc1cc(C)c(S(=O)(=O)N2CCCC(C(=O)NC3CC3)C2)c(C)c1 (stereo unspecified)
→ 2	2	2	1	1	-1	-2	1.4	-6
- CC(C(=O)NCc1cccs1)n1cccc1 (stereo unspecified)
→ 1	7	-4	-9	2	-2	10	-0.9	-5
- CSc1ccccc1C(=O)NCc1cccnc1
→ 6	5	-2	0	-2	0	-5	-1.1	-4
- CCC1=C(OC(=O)N(CC)CC)N2C(=O)OC(=NCCc3c[nH]c4ccccc34)[C@]2(Cc2ccccc2)[C@H]2C1=CC[C@H]1C(=O)NC(=O)[C@H]12
→ 5	-5	8	3	6	15	-5	1.4	1
- CSc1ccccc1NC(=O)CN(C)Cc1ccc(Br)cc1
→ -3	0	-2	5	13	5	0	0.8	2
- COCCN1Cc2cccc(C(=O)NCc3ccccn3)c2C1=O
→ 1	-1	-1	-3	-2	2	-4	-0.2	2
- COc1ccccc1Nc1nc(N)nc(CSc2nccn2C)n1
→ 38	-6	3	1	0	-4	-14	-1.5	5
- CCC(OC(=O)c1ccco1)C(=O)NCc1ccc(OC)cc1 (stereo unspecified)
→ -1	1	3	0	4	1	0	0.8	-6
- Cc1nc(SCC(=O)NC(=O)NCc2ccccc2)nc(C)c1C
→ 2	2	4	9	12	3	0	-0.3	-12
- COc1ccc(N2CCN(CCCNC(=O)C(=O)c3c(C)n(C)c4ccccc34)CC2)cc1
→ 3	4	4	0	2	0	-1	0.4	4
- O=C(COC(=O)c1ccccn1)NNC(=O)c1ccc(Br)cc1
→ 1	nt	nt	nt	6	5	nt	nt	2
- Fc1cccc(CSc2nc3ncccc3[nH]2)c1
→ 11	-4	-1	5	4	3	-5	2.3	-3
- COc1ccnc2c1c(=O)n(Cc1ccc(Cl)cc1Cl)c(=O)n2C
→ 2	4	-3	-3	-6	5	8	-2.6	4
- CN(C)c1ccc(/C=N/NC(=O)c2cc(-c3ccc4c(c3)OCO4)n[nH]2)cc1
→ 44	6	2	5	-4	4	6	0.8	1
- CCOc1ccccc1NC(=O)CSc1ncnc2c1oc1ccccc12
→ 6	6	-2	-10	-3	-7	2	1.1	1
- CCCOc1ccc(OCCOCCNCc2ccccc2)cc1
→ -3	-1	4	-7	5	4	3	-1.9	-3
- COc1cccc(C(=O)N/N=C/c2cn[nH]c2-c2ccc(OC)cc2OC)c1
→ 32	2	-2	-11	0	-4	4	2.4	7
- O=C(Cc1ccccc1[N+](=O)[O-])Nc1ccccc1C(=O)N1CCCC1
→ 14	-3	-1	1	1	-4	-10	0.4	-11
- C=CCOC(=O)C(=O)/C=C/c1ccc2c(c1)Cc1ccccc1-2
→ 0	6	-14	-18	0	27*	15	0.3	-5
- Cc1ccc(NC(=O)CSC(C)C(=O)OC(C)C(=O)NC2CCCCC2C)cc1 (stereo unspecified)
→ 1	-4	nt	7	7	-2	-4	nt	4
- Cc1ccccc1NS(=O)(=O)c1cc(S(C)(=O)=O)ccc1Cl
→ 1	1	-3	12	2	7	-10	-1.1	-2
- CCN(CC)C(=O)C1CCN(C(=O)c2oc3ccc(C)cc3c2C)CC1
→ 2	1	2	2	3	1	1	-2.1	1
- CCOc1c(C(N)=O)cc([N+](=O)[O-])cc1[N+](=O)[O-]
→ -3	4	1	1	-7	7	-4	1.5	7
- CC1CCC(NC(=O)CN(C)S(=O)(=O)c2ccc3c(c2)CCC(=O)N3)CC1 (stereo unspecified)
→ -1	9	1	3	3	2	4	-0.5	5
- CSc1nnc([C@@H]2CCCN2C(=O)OC(C)(C)C)o1
→ 2	-6	6	-3	2	-12	2	0.7	0
- Cc1ccc(OCC(=O)N(Cc2ccccc2)C(C)C)c([N+](=O)[O-])n1
→ -1	1	1	0	7	-1	0	-1.3	6
- COc1cc2[nH]c(=O)n(CCCC(=O)NC3CCCCC3)c(=O)c2cc1OC
→ -1	0	3	-2	-4	2	-4	4.1	12
- COc1ccc(CCNC(=S)NC(=O)c2ccc(Br)cc2)cc1OC
→ 19	5	-2	-1	-2	0	10	-0.2	-4
- O=C(NC(=S)N1CCN(c2ccccc2)CC1)c1c(F)cccc1F
→ -1	0	3	4	3	4	5	-1.7	-1
- CC1=C/C(=N\NC(=O)c2ccc(O)cc2)CC1
→ 3	0	4	-1	-1	5	-1	0.2	2
- O=C(NC(=S)Nc1ccc2oc(=O)ccc2c1)c1cccc(Cl)c1
→ 5	6	-20	-6	-3	4	2	2.1	-2
- CC1(c2ccc(Cl)cc2)NC(=O)N(CC(=O)N2CCc3ccccc3C2)C1=O (stereo unspecified)
→ 2	-2	nt	2	6	-2	-8	nt	-9
- CC(C)(C)c1ccc(/C=C/C(=O)Nc2cccnc2)cc1
→ 2	8	-13	-44	1	-2	5	1.2	3
- CC(C)(C)CC(=O)Nc1ccc(-c2nnc3n2CCCCC3)cc1
→ 3	6	-7	-2	9	5	0	0.7	-1
- CNc1oc(/C=C/c2cccc(OC)c2)nc1C#N
→ 14	-14	3	6	5	13	-26	-1.7	-5
- Cc1cc(C)cc(OCc2ccc(C(=O)N3N=C(C(F)F)CC3(O)C(F)F)o2)c1 (stereo unspecified)
→ 5	-6	1	2	1	6	0	-1.9	3

(cont.)
Second line of a record: AHR activator	BCLXL inh	Fam108B counter	PME-1 primary	PAFAH1B2 inh	pPAFAH FP inh	MCL1-BIM inh	MEX-5 binding	GLD-1 TGE inh
- Cc1ccc2nc(SCC(=O)Nc3c(F)cccc3F)[nH]c2c1
→ 26	2	-2	-5	-3	9	-11	3.2	-4
- CCOC(=O)c1c(C)[nH]c(C)c1C(=O)CSc1nc2ccccc2c(=O)n1-c1ccc(Cl)cc1
→ 6	6	-11	-11	-5	9	6	2.1	6
- Fc1ccc(-c2nnn(Cc3ccc(F)cc3Cl)n2)cc1
→ 2	3	3	-9	3	19	-3	0.6	0
- c1ccc2nc(-c3ccncc3)ccc2c1
→ -3	0	1	-1	4	3	2	4.5	0
- O=C(Nc1cccc(Cl)c1)c1cc2c(=O)n3ccccc3nc2s1
→ -7	2	-7	-2	-7	1	6	0.6	4
- CCCCc1ccc(NC(=O)C2CCCO2)cc1 (stereo unspecified)
→ 2	3	0	0	8	3	7	-3.1	6
- S=C1NCN(C2CCCCC2)CN1Cc1ccccc1
→ 0	4	1	6	-1	6	7	2.0	2
- Cc1ccc(SCC(=O)Nc2ccc(F)cc2[N+](=O)[O-])cc1C
→ 4	2	4	6	3	4	4	1.2	7
- COc1ccccc1NC(=O)C1(C)Cc2ccccc2C(=O)O1 (stereo unspecified)
→ 8	5	10	-5	0	0	8	-2.1	-6
- CC1(C)N=C(N)N=C(N)N1c1ccc(Oc2ccc(Cl)cc2)c(Cl)c1
→ 1	5	1	5	6	-1	7	-1.4	-4
- O=C(Cn1ccc2ccccc2c1=O)NCCC(=O)N1CCCCC1
→ 1	4	-2	1	1	2	2	0.5	5
- CCCCC(=O)NC(c1ccccc1OC)c1ccc2cccnc2c1O (stereo unspecified)
→ 2	4	4	4	3	17	4	-0.3	13
- COc1ccc(NC(=O)Cn2nnc(C(=O)NCc3ccc(C)cc3)c2N)cc1Cl
→ 2	-4	-1	-11	-5	4	-2	-2.9	-3
- CN1C(=O)C(=O)N(CC(=O)N2CCc3ccccc32)C1=O
→ 7	0	7	-6	0	0	3	-1.9	4
- Cc1ccnc(N2CCC(C(=O)Nc3ccc4c(c3)CCC4)CC2)n1
→ 0	1	-2	1	-1	-2	4	-2.0	-5
- CCc1ccc(OCC(O)CNC(C)(C)C)cc1 (stereo unspecified)
→ -1	5	8	1	7	0	-1	-3.7	1
- Cc1occc1C(=O)N/N=C/c1c[nH]c2ccccc12
→ 123*	6	1	1	4	-8	-3	0.6	-6
- CC(C)(C)c1ccc(C(=O)N2CCCC2)s1
→ -9	-2	2	-3	0	4	-6	1.5	1

Screening data (PubChem BioAssay)
